# Large T inhibition: SV40 large T antigen inhibitors, biochemical (AID 1903). 0.39% of 310,000 active. SV40 large T antigen ATPase/helicase inhibition assay; higher % means a stronger effect. inhibition, % at 20 µM; hits with a dose series show IC50 in µM; in the data active = a potency from the dose series; also: strong numbers were not always called active
# NTR1 ag: NTR1-driven beta-arrestin-GFP spot formation – imaging, U2OS cells, high content, primary screen (AID 493036); activation, % at 20 µM; P30989; agonist mode; 0.17% of 330,000 active;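 active = activation at or above 40% of the spot to cytoplasm intensity ratio, with at least 20 cells analyzed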;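 also: 0% = DMSO without peptide and 100% = 100 nM NTR1 peptide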
# Target sequence (P30989 whole entry, looked up): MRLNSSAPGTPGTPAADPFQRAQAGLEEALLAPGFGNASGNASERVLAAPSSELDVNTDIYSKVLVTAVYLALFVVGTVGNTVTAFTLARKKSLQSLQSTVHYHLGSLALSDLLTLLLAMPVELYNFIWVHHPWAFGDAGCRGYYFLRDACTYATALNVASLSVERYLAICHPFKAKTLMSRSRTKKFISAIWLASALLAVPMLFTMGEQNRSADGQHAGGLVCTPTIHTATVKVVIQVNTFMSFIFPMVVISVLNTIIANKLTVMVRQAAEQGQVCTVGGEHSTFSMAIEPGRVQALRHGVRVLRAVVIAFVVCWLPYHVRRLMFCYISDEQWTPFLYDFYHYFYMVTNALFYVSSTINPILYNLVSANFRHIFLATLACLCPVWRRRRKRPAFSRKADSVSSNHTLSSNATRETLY
# MgcRacGAP inhibition: MgcRacGAP GTPase-activating activity inhibitors, confirmation, biochemical, ADP Hunter fluorescence; MgcRacGAP-stimulated Rac1 GTP hydrolysis, ADP Hunter fluorescence; higher % means a stronger effect; GST-tagged Rac1 F28L mutant substrate; inhibition, % at 30 µM, or IC50 in µM where a hit was titrated; 0.6% of 340,000 active; AID 624330;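 active = first-screen hits whose inhibition reached a set limit at any dose in the follow-up dose series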;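 also: fluorescence reports GDP produced by GAP-driven GTP hydrolysis; strong numbers were not always called active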
# West Nile virus CPE: inhibition of WNV-induced cytopathic effect – cell-based, CPE readout (AID 1621); West Nile virus-infected cells, CPE inhibition; higher % means a stronger effect; CPE inhibition, % at 10 µM, or IC50 in µM where a hit was titrated; 0.02% of 290,000 active; in the data active = a potency from the dose series; also: strong numbers were not always called active
# RSV antiviral HEp-2: RSV antiviral activity via CPE protection, HEp-2 cells, primary 10 µM value included (AID 2391) | CPE inhibition, % at 10 µM; hits with a dose series show IC50 in µM | 0.13% of 310,000 active | HEp-2 cells, RSV-induced CPE inhibition; higher % means a stronger effect; in the data active = a potency from the dose series; also: strong numbers were not always called active
# T cell HTS: T cell immune modulators affecting CD8 T cell-vesicle binding; 0.068% of 330,000 active; calls only at 7 µM; AID 2052; 2C CD8+ T cell-vesicle binding, flow cytometry; stronger effect = lower value;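 active = response, share of CD8 T cells binding vesicles, and their 90th percentile fluorescence all below set limits, cut at about 80% in these data, passing the limit was not always enough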
#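 Benchmarks: naked versus QL9-loaded vesicles / Assay system: purified 2C TCR transgenic mouse naive CD8+ T cells / Technique: high-throughput flow cytometry with anti-B7-1 and anti-CD8 staining / Timing: Cell–vesicle co-incubation 1.5 h at 37 °C, staining 20 min on ice / Read-out: percent CD8+ FL2 mean versus row control / Probe or stimulus: QL9-loaded Drosophila micro-vesicles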
# Dengue-2 NS5 capping: Dengue-2 NS5 methyltransferase inhibitors, primary screen, biochemical, confirmation dose response (AID 588689); Dengue-2 NS5 methyltransferase capping enzyme assay, biochemical; higher % means a stronger effect; inhibition, % at 25 µM; hits with a dose series show IC50 in µM; 0.3% of 340,000 active; in the data active = a potency from the dose series
# PhoP inhibition: PhoP-dependent GFP reporter repression – Salmonella Typhimurium, primary screen (AID 1863); S. Typhimurium PhoP-regulated promoter GFP reporter, 4 h; higher % means a stronger effect; 0.16% of 300,000 active; one-dose inhibition, % at 50 µM; IC50 in µM for titrated hits;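 active = inhibition over 29.93%, a cutoff 3 SD above the screen mean, later confirmed by dose response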;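 also: 0% = low Mg2+ inducing control and 100% = high Mg2+ repressing control; strong numbers were not always called active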
# UTI89 phage lysis: inhibition of K1F phage lysis, E. coli UTI89, bacterial capsule biogenesis inhibitors, alamar blue (AID 488966); inhibition, % at 100 µM; hits with a dose series show IC50 in µM; E. coli UTI89 K1F phage lysis, alamar blue, 2 h; higher % means a stronger effect; 0.02% of 340,000 active;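 active = phage lysis inhibition, versus mean bacterial control, above a set limit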;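 also: capsule biogenesis inhibitors block K1F phage lysis so surviving cells raise fluorescence; higher fluorescence means more inhibition of phage lysis; actives were called in the ten point dose series up to 300 µM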
# T cell HTS vesicle-bound %: recorded beside T cell HTS, whose call it bears; double positive events, %; measured here: CD8+ vesicle-bound cell fraction;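 binding gate set so that unloaded-vesicle control wells show 10% double positive cells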
# NTR1 ag cell count 20 µM: further read-out of NTR1 ag, marked with its call; cell count; measured here: cell count, cytotoxicity flag
# Dengue-2 NS5 capping pilot replicate: also measured in Dengue-2 NS5 capping; calls as there; inhibition, %; measured here: pilot screen replicate inhibition
# * hit, by the source's call; i = inactive; nt = no result given; [ ] = remark or other dose.
SMILES,Large T inhibition,NTR1 ag,NTR1 ag cell count 20 µM,MgcRacGAP inhibition,West Nile virus CPE,RSV antiviral HEp-2,T cell HTS,T cell HTS vesicle-bound %,Dengue-2 NS5 capping,PhoP inhibition,UTI89 phage lysis,others
CC(=O)N1CCN(Cc2nc3cc(NC(=O)c4cccc(Br)c4)ccc3n2C)CC1,14%,4.5,49,2%,0.5%,nt,i,27,4%,-7%,-0.3%,
CCOc1ccccc1NC(=O)CSc1nnc(-c2ccccn2)n1Cc1ccco1,0%,1.7,91,2%,-0.5%,5.3%,i,27,-5%,-6%,-0.1%,
Cc1ccccc1-n1c(C)nnc1SCC(=O)N1CC(=O)Nc2ccccc21,5%,-0.2,60,11%,0.0%,1.0%,i,16,-2%,-6%,0.3%,
COc1ccc(-c2cc(C(=O)NC3CC3)c3ccccc3n2)cc1,8%,-0.1,55,13%,0.3%,3.3%,i,30,-4%,-7%,0.3%,
COc1cccc(N(CC(=O)NCc2ccccc2)C(=O)CCC(=O)Nc2nccs2)c1,-2%,-1.0,46,10%,-0.5%,1.3%,i,46,3%,8%,-0.1%,
C[C@H](CO)N1C[C@H](C)[C@@H](CN(C)S(=O)(=O)c2ccc(F)cc2)Oc2c(NS(=O)(=O)c3ccc(F)cc3)cccc2C1=O,nt,0.4,61,11%,nt,nt,i,19,-4%,nt,0.2%,Dengue-2 NS5 capping pilot replicate=2.7
O=C(/C=C/c1ccc(Cl)cc1Cl)N1CCN(c2ccccc2[N+](=O)[O-])CC1,-2%,6.9,49,1%,-1.6%,16%,i,16,-3%,26%,1.0%[50 µM],
CCOC(=O)c1c(C)[nH]c(C)c1C(=O)COC(=O)c1cccnc1OCC,nt,0.5,58,2%,nt,nt,i,35,-4%,nt,0.3%[50 µM],
CCCc1cc(=O)[nH]c(SCC(=O)Nc2sc(C(N)=O)c(C)c2C(=O)OCCOC)n1,nt,-1.0,85,0%,nt,-0.4%,i,38,-2%,nt,0.0%[50 µM],
COc1cc(CNC(=O)c2cnc(C)cn2)cc(OC)c1,-2%,0.3,64,-1%,0.2%,-0.1%,i,36,-9%,3%,0.1%,
Cc1cc(C)n2nc(SCC(=O)Nc3c(C)n(C)n(-c4ccccc4)c3=O)nc2n1,4%,-0.1,75,5%,-0.1%,-0.3%,i,17,-2%,-7%,0.0%,
CCOC(=O)Cc1csc(NC(=O)COc2ccc3c(C)cc(=O)oc3c2)n1,-2%,0.9,40,5%,-0.5%,0.7%,i,35,-2%,15%,0.6%,
O=C(O)C1CCN(C(=O)c2scc3c2OCCO3)CC1,11%,-1.7,65,-6%,0.7%,1.7%,i,31,-9%,10%,-0.3%,
Cc1ccc(C(=O)NCCc2ccc(F)cc2)s1,14%,0.5,59,10%,-0.5%,4.2%,i,19,5%,-3%,0.2%,
O=C1S/C(=C\C=C\c2ccco2)C(=O)N1c1ccccc1,20%,2.2,75,20%,0.2%,18%,i,30,-6%,-12%,10%,
CCN(CC)S(=O)(=O)c1cccc(C(=O)Nc2cc(C)on2)c1,5%,-0.4,65,6%,0.1%,1.9%,i,51,-3%,-5%,0.1%,
CN(C)S(=O)(=O)c1cccc(C(=O)OCC(=O)Nc2sccc2C#N)c1,6%,0.2,54,5%,nt,1.4%,i,42,-4%,-3%,-2.1%,
CC(Oc1ccc(C#N)cc1)C(=O)c1ccc(F)c(F)c1 (stereo not given),2%,1.6,64,4%,-1.0%,9.0%,i,21,1%,9%,0.0%,
Clc1ccc(Cn2ncc3c(NCc4cccnc4)ncnc32)cc1,-1%,3.7,49,8%,-0.4%,2.5%,i,61,-7%,14%,-0.5%,
CCC(=O)Nc1cccc(NC(=O)CSc2nnc(C3CC3)n2C)c1,18%,-0.5,82,-11%,0.1%,1.7%,i,48,-5%,-8%,-2.5%,
NC(=O)C1CCN(C(=O)c2ccc(C(F)(F)F)cc2)CC1,6%,-0.1,39,4%,0.2%,0.4%,i,22,2%,-8%,2.0%,
COc1ccc(C(=O)COC(=O)CCN2C(=O)C3C4C=CC(C5CC45)C3C2=O)cc1 (stereo not given),0%,0.1,66,9%,-0.6%,1.2%,i,13,-3%,-2%,2.8%[50 µM],
O=C(CCN1CCN(C/C=C/c2ccccc2)CC1)Nc1ccccc1,2%,-1.8,72,6%,-0.3%,-0.3%,i,28,-5%,7%,0.0%,
c1ccc(C(CN2CCOCC2)c2ccccc2)cc1,2%,1.8,68,14%,0.2%,0.6%,i,36,-5%,12%,-0.8%,
Cc1nc(C)c(C(=O)OCC(=O)Nc2ccccc2SCC#N)s1,nt,-1.3,41,7%,nt,0.8%,i,2,-1%,nt,1.9%[50 µM],
C[C@@H]1CC[C@@]2(O[C@H](CCO)C[C@H](O)[C@H]2O)O1,1%,0.2,94,6%,-0.5%,0.9%,nt,nt,-2%,-5%,0.2%,
COc1ccc(C)cc1-n1c(SCC(=O)NC2CC2)nc2ccccc2c1=O,nt,-0.4,52,4%,nt,-0.8%,i,6,-10%,nt,1.1%[50 µM],
CN(CC(=O)NCCC1=CCCCC1)S(=O)(=O)c1ccc2c(c1)c(=O)n(C)c(=O)n2C,6%,1.5,58,13%,0.1%,0.3%,i,28,2%,9%,-1.6%,
Cc1cc(NS(=O)(=O)c2ccc(NC(=O)CNS(=O)(=O)c3ccccc3)cc2)nc(C)n1,nt,0.0,66,2%,nt,nt,i,28,7%,nt,-0.4%,
CCCC(=O)Nc1ccc(C(=O)NCCc2ccc(F)cc2)cc1,4%,1.7,51,11%,-0.1%,1.6%,i,10,-2%,-13%,0.9%[50 µM],
COc1ccc2nc(SCC(=O)Nc3ccc(S(=O)(=O)N4CCCC4)cc3)c(C#N)cc2c1,1%,2.2,59,8%,0.6%,-1.0%,nt,nt,-8%,0%,4.0%,
COC(=O)c1ccccc1NCCO,5%,-0.6,41,7%,0.6%,0.2%,i,44,-7%,3%,0.2%,
COc1ccc(C2=NN3C(=O)c4c(ccc(OC)c4OC)C3C2)cc1 (stereo not given),7%,-0.8,32,12%,0.0%,-0.5%,i,20,-6%,-13%,0.0%,
CCSc1nnc(NC(=O)c2cc(-c3ccccc3O)n[nH]2)s1,19%,0.8,60,6%,0.1%,0.9%,i,35,-7%,-3%,-0.7%[50 µM],
C/C(CC(=O)Nc1c(C)cc(C)cc1C)=N\NC(=O)OC(C)(C)C,4%,0.0,53,-3%,-0.4%,0.9%,i,26,5%,9%,-0.1%,
COc1cc2cc(CCOC(=O)c3ccco3)oc(=O)c2cc1OC,nt,-1.6,53,8%,nt,0.9%,i,54,-2%,nt,3.2%,
C/C(Cn1cnc([N+](=O)[O-])n1)=N\NC(=O)c1ccc(F)cc1,5%,-1.0,88,7%,0.2%,-0.2%,i,16,-4%,-2%,0.3%,
CN1CCN(C(=O)C2=C[C@H](c3ccc(Br)cc3)C[C@H](OCCCCO)O2)CC1,3%,-2.1,83,6%,-0.1%,-0.7%,i,12,-5%,1%,0.2%,
Cc1cccc(C)c1NC(=O)CN(C)C(=O)C1CCN(c2ncnc3sc(C)c(C)c23)CC1,13%,3.3,52,11%,nt,2.2%,i,60,-1%,12%,0.5%[50 µM],
O=C(O)c1cc(N/N=C/C=C/c2ccccc2[N+](=O)[O-])ccc1Cl,31%,0.2,54,3%,0.0%,0.0%,i,22,-78%,-1%,-0.3%,
COc1ccc(NC(=O)Cn2nnc(C(=O)NCc3cccs3)c2N)c(OC)c1,10%,-0.8,47,-3%,0.1%,0.9%,i,10,-11%,2%,0.1%,
COc1ccccc1NC(=S)NC(=O)/C=C/c1cccs1,2%,6.1,36,7%,-0.8%,-0.1%,i,22,-3%,3%,-0.6%,
Cc1cnn(-c2cc(N/N=C/c3ccc(F)cc3)ncn2)c1,1%,0.0,35,4%,0.3%,0.2%,i,55,-1%,-5%,7.0%,
O=C1CC(=O)CC(c2ccco2)C1,6%,-1.4,56,2%,0.5%,0.7%,i,20,-4%,0%,2.6%,
CCSc1ccc([C@@H]2[C@@H]3C(=O)N(C)C(=O)[C@@H]3[C@]3(C(=O)OC)CCCCN23)cc1,2%,-1.9,81,2%,nt,-2.5%,nt,nt,-2%,nt,1.6%,

# Nothing new here: 3 of the compounds above.
SMILES,Large T inhibition,NTR1 ag,NTR1 ag cell count 20 µM,MgcRacGAP inhibition,West Nile virus CPE,RSV antiviral HEp-2,T cell HTS,T cell HTS vesicle-bound %,Dengue-2 NS5 capping,PhoP inhibition,UTI89 phage lysis,others
COc1ccc2nc(SCC(=O)Nc3ccc(S(=O)(=O)N4CCCC4)cc3)c(C#N)cc2c1,1%,2.2,59,8%,0.6%,-1.0%,nt,nt,-8%,0%,4.0%,
COC(=O)c1ccccc1NCCO,5%,-0.6,41,7%,0.6%,0.2%,i,44,-7%,3%,0.2%,
COc1ccc(C2=NN3C(=O)c4c(ccc(OC)c4OC)C3C2)cc1 (stereo not given),7%,-0.8,32,12%,0.0%,-0.5%,i,20,-6%,-13%,0.0%,

# (further entries)
SMILES,Large T inhibition,NTR1 ag,NTR1 ag cell count 20 µM,MgcRacGAP inhibition,West Nile virus CPE,RSV antiviral HEp-2,T cell HTS,T cell HTS vesicle-bound %,Dengue-2 NS5 capping,PhoP inhibition,UTI89 phage lysis,others
Cc1nnc(SCC(=O)NNC(=O)c2ccccc2)n1-c1ccccc1,6%,-0.7,66,-13%,-1.1%,1.8%,i,49,3%,8%,-2.1%,
CC(NC(=O)CCCc1ccccc1)c1ccncc1 (stereo not given),-3%,0.9,66,12%,0.7%,-0.7%,i,8,0%,7%,0.4%,Dengue-2 NS5 capping pilot replicate=-3.7
Cc1ccc(NC(=O)CSc2ncc(S(=O)(=O)c3ccccc3)c(=O)[nH]2)cc1C,14%,-1.2,47,5%,1.4%,0.8%,i,30,-4%,-2%,0.1%,
C=CCNc1oc(-c2cccc(Cl)c2)nc1C#N,nt,-0.9,58,12%,nt,nt,i,12,-11%,nt,-0.2%,
CCc1nc2ccccc2c(C(=O)OCC(=O)Nc2ccc(S(=O)(=O)N3CCOCC3)cc2)c1C,11%,11,62,-3%,nt,-0.8%,i,7,2%,-5%,-1.1%,

# Structural class: the entries above containing bromine
SMILES,Large T inhibition,NTR1 ag,NTR1 ag cell count 20 µM,MgcRacGAP inhibition,West Nile virus CPE,RSV antiviral HEp-2,T cell HTS,T cell HTS vesicle-bound %,Dengue-2 NS5 capping,PhoP inhibition,UTI89 phage lysis,others
CC(=O)N1CCN(Cc2nc3cc(NC(=O)c4cccc(Br)c4)ccc3n2C)CC1,14%,4.5,49,2%,0.5%,nt,i,27,4%,-7%,-0.3%,
CN1CCN(C(=O)C2=C[C@H](c3ccc(Br)cc3)C[C@H](OCCCCO)O2)CC1,3%,-2.1,83,6%,-0.1%,-0.7%,i,12,-5%,1%,0.2%,

# Bioassay records as filed in PubChem.

# This is a random part of the collection; any-hit rate near 1.5%.
